EphA4 KYL inhibition: inhibitors of EphA4 binding to KYL peptide, primary screen, biochemical, colorimetric, mouse EphA4 (AID 689). EphA4-AP binding to KYL peptide, pNPP A405; higher % means a stronger effect. one-dose inhibition, % at 10 µM; IC50 in µM for titrated hits. hit rate 0.1% among 62,000; in the data active = a potency from the dose series; inactive = the rest, 99 in 100 with inhibition below about 22%
Starred values were filed as active, the others as inactive. Only part of the results is shown, so the mix of outcomes need not match the whole.

no.	EphA4 KYL inhibition	Compound
1	-6%	CCN(CC)C(=O)C1CCCN(Cc2ccc(N(C)C)cc2)C1 (configuration not stated)
2	-3%	COCCNC(=O)C1CC(c2ccc([N+](=O)[O-])cc2)=NO1 (configuration not stated)
3	-7%	Cc1ccc(-c2nn(CC(=O)NC(C)c3ccccc3)c(=O)c3ccccc23)cc1 (configuration not stated)
4	-14%	O=C(NCCC1=CCCCC1)C1CCCN(S(=O)(=O)c2cccnc2)C1 (configuration not stated)
5	-6%	CCOc1ccc(CN(CCO)CCO)cc1C(=O)OC
6	-7%	O=C(NCCCNCc1ccccc1)c1ccccn1
7	-9%	COc1cccc(-c2nn(C)c3sc(C(=O)NCc4ccc(C)cc4)cc23)c1
8	12%	CCC(C)[C@@H](C(=O)Nc1ccc(OC)c(OC)c1)N1Cc2ccccc2C1=O (some centres not stated)
9	-7%	COc1ccc(-c2n[nH]c(=S)n2C2CCCCC2)cc1
10	6%	Cc1ccc(NC2=NS(=O)(=O)c3cc([N+](=O)[O-])ccc32)cc1
11	4%	COc1ccc(C(=O)NC(NC(=O)c2ccc(OC)c(OC)c2)c2ccc(Br)cc2)cc1OC
12	5%	O=C(COc1ccc(Cl)cc1Cl)NCc1ccncc1
13	14%	N#CCSc1nc2c(cc1C#N)CCCC2
14	2%	CCOC(=O)c1ccc2nc(NC(=O)CSCC(=O)OCC(=O)c3ccc(Br)cc3)sc2c1
15	18%	CCCN1Cc2cccc(C(=O)N3CCN(c4cc(Cl)ccc4C)CC3)c2C1=O
16	-10%	COCCn1nnnc1C(c1ccccc1OC)N1CCN(c2ccccc2)CC1 (configuration not stated)
17	-3%	Cc1ccc(-n2nnnc2SCC(=O)N2c3ccccc3NC(=O)C2(C)C)cc1
18	-10%	Cc1nc2sc3c(c2c(=N)n1N)CC(C)(C)OC3
19	-13%	O=C(CCNS(=O)(=O)c1cccs1)NCc1cccs1
20	-9%	O=C1c2ccccc2C(=O)N1CCN1CCc2ccccc21
21	-5%	O=S(Cc1ccc(Cl)cc1)CC(O)COc1ccc(Cl)cc1 (configuration not stated)
22	16%	O=S(=O)(NCc1ccco1)c1ccc(Cl)c(Cl)c1
23	-1%	O=S(=O)(c1cc(-c2nc3ccccc3s2)ccc1Cl)N1CCOCC1
24	-2%	COc1ccc(OC)c(NC(=O)COC(=O)c2ccc(-n3cnnn3)cc2)c1
25	-2%	CC(=O)NN1C(=O)c2ccc(Oc3ccc([N+](=O)[O-])cc3)cc2C1=O
26	-3%	CCOC(=O)Cn1c(=O)n(Cc2ccco2)c(=O)c2ccc(C(=O)NC3CCCC3)cc21
27	-9%	O=C1c2ccccc2C(=O)N1CN(C(=O)COc1ccccc1)c1ccccc1
28	-4%	O=C(Nc1cccc(C(=O)N2CCOCC2)c1)NC1CCCCC1
29	1%	CCOC(=O)CNC(=O)CSc1nnc(-c2cccc(C)c2)n1-c1ccc(OC)cc1
30	2%	COc1cc(C(=O)N2CCCN(c3nc4cc(C)ccc4cc3C#N)CC2)cc(OC)c1OC
31	2%	COc1cc(C(=O)NCc2cccc3ccccc23)cc(Cl)c1OC
32	7%	COc1cc([C@H]2[C@@H]3CCCC[C@]3(O)CCN2CC(=O)Nc2ccc(C)cc2)ccc1O
33	1%	CCOc1cc(OCC)cc(C(=O)Nc2ccc(Cl)c(Cl)c2)c1
34	-8%	Nn1c(Nc2ccccc2)nc2ccccc21
35	-6%	O=C1c2ccccc2C(Nc2ccc(F)c(Cl)c2)N1c1ccccn1 (configuration not stated)
36	6%	CC(NC(=O)N(Cc1ccccc1)Cc1ccc2c(c1)OCO2)(C(F)(F)F)C(F)(F)F
37	-12%	COc1ccc(CNc2ccc3cn[nH]c3c2)c(OC)c1OC
38	-11%	C=CCn1c(CSc2nc3ccccc3s2)nnc1SCC(=O)NCc1ccccc1
39	-10%	O=C(NN=C1CCCCCCC1)c1ccccn1
40	10%	CC(=O)Nc1nonc1NC(=O)CSC1=NCCS1
41	-19%	CCOC(=O)c1ccc(-n2c(C)nc3c(cnn3-c3ccccc3Cl)c2=O)cc1
42	-9%	CCOc1ccc(NC(=O)CCn2cccc2)cc1
43	-12%	Cc1ccccc1C(=O)NC(=S)NCC(=O)c1ccccc1
44	-3%	Nc1ncc(-c2ccccc2)n1CC1CCCO1 (configuration not stated)
45	-17%	COc1ccc(-c2c[n+]3c4n2CCCCC4=C(c2ccccc2)C3)cc1
46	-22%	COc1cc(NC(=O)c2ccco2)c(OC)cc1NC(=O)Nc1ccc(Cl)cc1
47	21%	Cc1onc(-c2ccccc2Cl)c1C(=O)NCCN1Cc2ccccc2C1=O
48	3%	N/C(COc1cccc(C(F)(F)F)c1)=N\NC(=O)c1cccnc1Oc1ccccc1
49	-11%	O=C(Nc1cccc(F)c1)C1CCN(c2nnnn2-c2ccccc2)CC1
50	-15%	CCOc1ccc2oc(C)c(C(=O)OC(C)C)c2c1
51	1%	Cc1oc(-c2cccc(Cl)c2)nc1CN1CCC(C(=O)NCCCN2CCCC2=O)CC1
52	-10%	Clc1cccc(/C=N/Nc2nnc(Cl)c3ccccc23)c1
53	3%	CC1(C)CC(=O)C2=C(C1)OC(N)=C(C#N)C2c1ccc([N+](=O)[O-])cc1 (configuration not stated)
54	-9%	CCOC(=O)COc1ccc2c(c1)C(=O)CC1(CCN(C(C)=O)CC1)O2
55	-28%	COc1ccc(/C=N/n2c(C)nnc2C)c(OC)c1
56	-16%	CC(=O)N1CCc2cc(S(=O)(=O)NCCC(=O)N3CCN(c4ccccn4)CC3)ccc21
57	-5%	C=CCn1c(SCC(=O)Nc2cccc(C)c2)nnc1-c1cnccn1
58	-16%	O=C(Nc1ccc(Cl)cc1)C1CC2CCCC(C1)C2=O (configuration not stated)
59	-8%	COc1ccc(C2Nc3ccccc3C(=O)N2O)cc1OC (configuration not stated)
60	0%	CC(C)CN(CCNC(=O)CC1Oc2ccccc2NC1=O)CC(C)C (configuration not stated)

Another view of 3 compounds above:
#51 Cc1oc(-c2cccc(Cl)c2)nc1CN1CCC(C(=O)NCCCN2CCCC2=O)CC1
  EphA4 KYL inhibition = 1%
#52 Clc1cccc(/C=N/Nc2nnc(Cl)c3ccccc23)c1
  EphA4 KYL inhibition = -10%
#53 CC1(C)CC(=O)C2=C(C1)OC(N)=C(C#N)C2c1ccc([N+](=O)[O-])cc1 (configuration not stated)
  EphA4 KYL inhibition = 3%

The list continues:
no.	EphA4 KYL inhibition	Compound
61	6%	Cc1c(NC(=O)CN(c2cccc([N+](=O)[O-])c2)S(=O)(=O)c2ccccc2)c(=O)n(-c2ccccc2)n1C
62	-12%	COC(=O)c1c(C(=O)OC)c(-c2ccc(Cl)c(Cl)c2)n2c1CCC2
63	-18%	CCOC(=O)CNc1nnc(SCC(=O)OCC)[nH]c1=O
64	-1%	Cn1cc(S(=O)(=O)Nc2ccc(Br)cc2F)c(=O)n(C)c1=O
65	1%	CCOc1cc(NC(=S)Nc2ccccc2)c(OCC)cc1NC(=O)c1ccccc1
66	-4%	CCN(Cc1ccccc1)C(c1cc2cc(C)ccc2[nH]c1=O)c1nnnn1CCOC (configuration not stated)
67	6%	Cc1ccc(NC(=O)NCCN2C(=O)C3C4C=CC(C4)C3C2=O)cc1 (configuration not stated)
68	-10%	O=C(Nc1cccc(F)c1)c1cccnc1N1CCOCC1
69	-11%	Cc1ccc(C2(C(F)(F)F)NC(=O)N3CCN=C3S2)cc1 (configuration not stated)
70	-6%	CN(CC(=O)N1CCc2[nH]c3ccc(F)cc3c2C1)CC1OCCO1
71	6%	CCOC(=O)c1ccc(NC(=O)CSc2nnc(CNc3ccc(OC)cc3)n2C)cc1
72	-9%	CCCS(=O)(=O)N1CCCC(C(=O)NCC2CCCO2)C1 (configuration not stated)
73	-11%	COCCNC(=O)C1CC(=O)N(C2CCCCC2)C1 (configuration not stated)
74	1%	CCc1ccccc1NC1=C(Cl)C(=O)N(c2ccc(C)cc2C)C1=O
75	-15%	CCOc1ccccc1CNC(=O)C1CCC(=O)N1C(C)C (configuration not stated)
76	-12%	COCCCn1c(SCC(=O)NC2CCCCC2)nnc1-c1ccncc1
77	-2%	CC1CCN(C(c2ccc(N(C)C)cc2)c2nnnn2Cc2ccccc2)CC1 (configuration not stated)
78	-7%	CCOC(=O)N1CCC(Nc2c(N3CCN(c4cc(Cl)ccc4C)CC3)c(=O)c2=O)CC1
79	-1%	COc1ccc(NC(=O)c2ccc(I)cc2)cc1Cl
80	-10%	COc1ccc(NC(=O)CN(C)S(=O)(=O)c2cccs2)cc1

Reprinted from the part before: six compounds, then new ones.
no.	EphA4 KYL inhibition	Compound
75	-15%	CCOc1ccccc1CNC(=O)C1CCC(=O)N1C(C)C (configuration not stated)
76	-12%	COCCCn1c(SCC(=O)NC2CCCCC2)nnc1-c1ccncc1
77	-2%	CC1CCN(C(c2ccc(N(C)C)cc2)c2nnnn2Cc2ccccc2)CC1 (configuration not stated)
78	-7%	CCOC(=O)N1CCC(Nc2c(N3CCN(c4cc(Cl)ccc4C)CC3)c(=O)c2=O)CC1
79	-1%	COc1ccc(NC(=O)c2ccc(I)cc2)cc1Cl
80	-10%	COc1ccc(NC(=O)CN(C)S(=O)(=O)c2cccs2)cc1
81	-10%	CCOc1ccc(-c2cc(C(=O)Nc3ccc4c(c3)OCCO4)c3ccccc3n2)cc1
82	7%	Cc1ccccc1NC(=O)C(=O)NCCN1CCNCC1
83	-9%	CN(C)CC(C)(C)CNS(=O)(=O)c1cccc(Cl)c1Cl
84	-8%	Cc1ccc(S(=O)(=O)N2CCN(c3ccc4nnc(-c5ccccc5)n4n3)CC2)cc1
85	-4%	c1ccc(-c2ccnc3nc(N4CCN(c5ccccc5)CC4)nn23)cc1
86	-25%	Cc1ccn2cc(C(=O)Nc3ccc4c(c3)OCCO4)nc2c1
87	-8%	CCCOc1ccc2c(oc(=O)c3ccccc32)c1C
88	-8%	CCN(CC)S(=O)(=O)c1cccc(C(=O)Nc2cc(C)cc(C)c2)c1
89	-7%	C=CCOn1c(=O)c(-c2cc3ccccc3o2)[n+]([O-])c2ccccc21
90	-7%	COc1ccccc1N1C(=O)c2ccc(C(=O)Nc3ccc(Br)cc3)cc2C1=O
91	-11%	Cn1c2ccccc2c2c(C(=O)NCc3ccco3)cn(C3CCCCC3)c(=O)c21
92	-11%	C#CCn1c(=NC(=O)c2cccs2)sc2cccc(OC)c21
93	-2%	COc1ccc(-c2nnn(CC(=O)N(CC(=O)NCCC(C)C)Cc3cccs3)n2)cc1OC
94	-15%	Cc1nn(Cc2ccc(C(=O)Nc3nc4c(C)cccc4s3)o2)c(C)c1Br
95	-6%	O=C(CC1Oc2ccccc2NC1=O)NCc1ccc(Cl)cc1 (configuration not stated)
96	-32%	O=S(=O)(NCc1cc(-c2ccc(Cl)cc2)no1)c1ccccc1
97	-4%	Cc1ccc(CC(=O)Nc2nc3ccccc3s2)cc1
98	-8%	CCOc1ccc(OCc2ccc(C(=O)NCc3cccnc3)o2)cc1
99	5%	O=C(c1cnn2c1NC(c1ccc(Br)cc1)CC2C(F)(F)F)N1CCN2CCCC2C1 (configuration not stated)
100	-10%	CC(=O)Nc1ccc(NC(=O)c2ccc(N3C(=O)c4ccc(C(=O)Nc5ccc(NC(C)=O)cc5)cc4C3=O)cc2)cc1
101	-2%	COc1ccc(NC(=O)c2cc(-c3cc(C)ccc3O)n[nH]2)cc1Cl
102	-1%	COc1ccc(C(=O)C2CN(c3ccccc3)CC2c2ccc(Cl)cc2)cc1 (configuration not stated)
103	-10%	Cc1cn(C(=O)C(C)N2C(=O)c3ccccc3C2=O)c(C)n1 (configuration not stated)
104	-25%	Cc1cc(NCCCN2CCOCC2)n2ncc(-c3ccccc3)c2n1
105	-8%	COc1ccc(-c2csc(N3CCN(C(=O)c4ccco4)CC3)n2)cc1

Entries from the list above that contain fluorine:
no.	EphA4 KYL inhibition	Compound
35	-6%	O=C1c2ccccc2C(Nc2ccc(F)c(Cl)c2)N1c1ccccn1 (configuration not stated)
36	6%	CC(NC(=O)N(Cc1ccccc1)Cc1ccc2c(c1)OCO2)(C(F)(F)F)C(F)(F)F
48	3%	N/C(COc1cccc(C(F)(F)F)c1)=N\NC(=O)c1cccnc1Oc1ccccc1
49	-11%	O=C(Nc1cccc(F)c1)C1CCN(c2nnnn2-c2ccccc2)CC1
64	-1%	Cn1cc(S(=O)(=O)Nc2ccc(Br)cc2F)c(=O)n(C)c1=O
68	-10%	O=C(Nc1cccc(F)c1)c1cccnc1N1CCOCC1
69	-11%	Cc1ccc(C2(C(F)(F)F)NC(=O)N3CCN=C3S2)cc1 (configuration not stated)
70	-6%	CN(CC(=O)N1CCc2[nH]c3ccc(F)cc3c2C1)CC1OCCO1
99	5%	O=C(c1cnn2c1NC(c1ccc(Br)cc1)CC2C(F)(F)F)N1CCN2CCCC2C1 (configuration not stated)
